SR-BI DiI inh – mouse SR-BI HDL lipid transfer inhibition | inhibition, % at 12.5 µM | ldlA[mSR-BI] CHO cells, DiI-HDL uptake fluorescence, 3 h | 320,000 tested, 0.96% active;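 active means mean replicate inhibition of at least 70% and a set share of replicates each scoring 70 or more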;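 further: 0% = median of neutral control wells and 100% = median of positive control wells; values of inactives mirror those of a sister screen read the other way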
LANA DNA inh – KSHV C-LANA DNA binding inhibition | 340,000 tested, 0.078% active | AID 504423 | inhibition, % at 9 µM | MBP-C-LANA/FAM-LBS DNA binding, fluorescence polarization;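 active means highest replicate inhibition at or above 60% at 9 µM, even if other replicates fall short; inactive means all replicates below 60% inhibition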;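 further: 0% = neutral control wells and 100% = 4 µM acridine orange control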
NSD2 inh – NSD2 (human) methyltransferase inhibition | NSD2 peptide methylation, AlphaScreen, 120 min | inhibition, % at 12.5 µM | 310,000 tested, 0.54% active | AID 743445; in the data active means inhibition above about 50%
RTF Ca sens inh – cardiac RTF calcium desensitization. P19429+P45379. IANBD-labeled cardiac RTF, Ca2+ fluorescence. inhibition, % at 7.15 µM. 340,000 tested, 0.12% active;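 active means inhibition above the mean inhibition of all tested compounds plus 3 SD, cut at about 17% in these data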;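 further: assay run at fixed EC70 calcium of 1.6 mM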
Keap1-Nrf2 PPI – inhibitors of human Keap1-Nrf2 protein-protein interaction. Q14145. AID 504523. 340,000 tested, 0.15% active. Keap1 Kelch-Nrf2 peptide fluorescence polarization, 1536-well. inhibition, % at 9.4 µM; in the data active means inhibition above about 12%;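 further: human Keap1 Kelch domain with fluorescein labeled Nrf2 9mer peptide probe; 0% = neutral control wells and 100% = peptide positive control; higher means more block of Keap1 binding to Nrf2 peptide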
Target sequence (Q14145 whole entry, looked up, the tested form may be a part): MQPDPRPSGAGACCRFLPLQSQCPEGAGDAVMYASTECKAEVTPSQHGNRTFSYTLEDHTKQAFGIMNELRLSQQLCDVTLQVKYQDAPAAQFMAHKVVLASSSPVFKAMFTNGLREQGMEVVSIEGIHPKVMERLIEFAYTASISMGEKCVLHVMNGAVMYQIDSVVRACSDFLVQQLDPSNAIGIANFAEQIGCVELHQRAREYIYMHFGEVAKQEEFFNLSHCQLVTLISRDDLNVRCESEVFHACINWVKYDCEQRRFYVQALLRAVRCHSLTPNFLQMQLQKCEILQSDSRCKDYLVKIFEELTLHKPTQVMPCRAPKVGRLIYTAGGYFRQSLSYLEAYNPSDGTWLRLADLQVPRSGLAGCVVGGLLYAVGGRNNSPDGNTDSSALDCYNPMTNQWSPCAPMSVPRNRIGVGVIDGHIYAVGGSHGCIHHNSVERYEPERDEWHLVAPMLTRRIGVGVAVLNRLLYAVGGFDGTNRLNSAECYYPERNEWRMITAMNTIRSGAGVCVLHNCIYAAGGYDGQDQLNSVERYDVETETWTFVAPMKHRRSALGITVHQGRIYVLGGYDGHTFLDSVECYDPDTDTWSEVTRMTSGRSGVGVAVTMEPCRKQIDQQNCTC
PvdQ acylase – P. aeruginosa PvdQ acylase inhibition; inhibition, % at 10 µM; purified PvdQ acylase, fluorescence plate reader; AID 488965; 340,000 tested, 0.063% active; in the data active means inhibition above about 30%, passing the limit was not always enough;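 further: 0% = vehicle neutral wells and 100% = reference inhibitor wells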
PKA-R2B act – activators of human PKA-R2B complex; PKA-R2B holoenzyme dissociation, Cy5-IP20 fluorescence polarization; R2B truncated from residue 108, S112A mutant; 0% DMSO only, 100% 113 µM cGMP; AID 504700; 340,000 tested, 0.079% active; activation, % at 11.4 µM;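 active means activation above a cutoff set at the mean over all compounds plus 3 SD, cut at about 18% in these data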;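 further: higher means more holoenzyme dissociation and a rise in polarization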
Target sequence (P31323 whole entry, looked up, other chains not shown, the tested form may be a part): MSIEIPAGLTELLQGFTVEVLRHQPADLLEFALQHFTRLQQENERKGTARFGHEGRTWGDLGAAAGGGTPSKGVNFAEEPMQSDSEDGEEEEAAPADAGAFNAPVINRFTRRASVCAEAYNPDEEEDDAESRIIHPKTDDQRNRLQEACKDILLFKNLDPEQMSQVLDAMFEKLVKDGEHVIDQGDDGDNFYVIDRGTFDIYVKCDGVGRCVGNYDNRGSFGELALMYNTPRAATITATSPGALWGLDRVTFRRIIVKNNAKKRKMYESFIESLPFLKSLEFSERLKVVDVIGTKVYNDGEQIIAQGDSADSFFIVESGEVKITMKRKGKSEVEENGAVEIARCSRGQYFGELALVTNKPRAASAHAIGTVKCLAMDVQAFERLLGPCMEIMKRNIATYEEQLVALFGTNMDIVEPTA
DAGLB inh – blocks human DAGLB lipase activity | 340,000 tested, 0.059% active | HEK293T DAGLB membrane lysate, EnzChek fluorogenic substrate | inhibition, % at 5.17 µM | Q8NCG7; in the data active means inhibition above about 34%;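 further: 0% = enzyme with vehicle and 100% = wells lacking enzyme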
Arrestin-AP2 inh – blocks beta-arrestin peptide binding to AP2 adaptin. inhibition, % at 10 µM. AID 504490. FITC-arrestin peptide / GST-AP2 beads, flow cytometry; AP2 beta2 appendage carries R879A mutation. 340,000 tested, 0.31% active;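 active means inhibition above a set limit, near 3 SD of compounds lacking own fluorescence, cut at about 54% in these data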;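 further: plate controls were DMSO wells for no effect and 5 µM unlabelled arrestin peptide for full effect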
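Material – AP2 appendage R879A on GSH beads · Buffer or medium – PBS with 0.05% Tween 20 and 0.1% BSA · Probe or stimulus – fluorescein-tagged arrestin peptide at 50 nM final · Incubation – compound with beads 12 min RT, then probe 1 h RT · Detection – high-throughput flow cytometry of beads, ex 488, em 535 nm · Evaluation – percent response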
SR-BI DiI-HDL act – SR-BI HDL lipid transfer activation; CHO ldlA[mSR-BI] cells, DiI-HDL uptake fluorescence, 3 h; 100 = double the neutral-control signal; activation, % at 12.5 µM; 320,000 tested, 0.096% active; AID 504775;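 active means mean replicate activation of at least 60% and every replicate at or above 60%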;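 further: 0% = median plate neutral-control signal and 100% = twice that signal; values of inactives mirror those of a sister screen read the other way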
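Material – SR-BI-overexpressing, LDLR-lacking CHO cells · Medium – BSA-supplemented, HEPES-buffered Ham's F12, pH 7.4 · Doses – single concentration · Times – compound with DiI-HDL co-incubation, 3 h at 37 °C · Measured by – bottom-read fluorescence, 550/595 nm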
* marks the source's active call; other numbers are inactive results.

For CN(C)S(=O)(=O)Oc1cc(Cl)ccc1C(=O)Nc1ccc(F)cc1F the results were SR-BI DiI inh 67, LANA DNA inh -0.2, NSD2 inh -4, RTF Ca sens inh -4, Keap1-Nrf2 PPI -5, PvdQ acylase -13, PKA-R2B act -8, DAGLB inh -4, Arrestin-AP2 inh -11 and SR-BI DiI-HDL act -67.
`O=c1oc([C@@H](O)c2ccccc2)cc2ccccc12` gave SR-BI DiI inh -27, LANA DNA inh 4.0, RTF Ca sens inh -5, Keap1-Nrf2 PPI 4, PvdQ acylase -11, PKA-R2B act 7, DAGLB inh 1, Arrestin-AP2 inh -3 and SR-BI DiI-HDL act 27.
`CCN(CC)S(=O)(=O)c1ccc(Cl)c(NC(=O)COC(=O)c2nc3nc(C)cc(C)n3n2)c1` gave SR-BI DiI inh 0, LANA DNA inh -3.6, NSD2 inh 4, RTF Ca sens inh -11, Keap1-Nrf2 PPI -4, PvdQ acylase -8, PKA-R2B act -1, DAGLB inh -1, Arrestin-AP2 inh -3 and SR-BI DiI-HDL act 0.
Screening COc1cccc(CN(C)CC(=O)Nc2cc(S(=O)(=O)N3CCCC3)ccc2Cl)c1OC returned SR-BI DiI inh 52, LANA DNA inh -0.2, NSD2 inh 1, RTF Ca sens inh -3, Keap1-Nrf2 PPI -4, PvdQ acylase -12, PKA-R2B act 2, DAGLB inh -4, Arrestin-AP2 inh -3 and SR-BI DiI-HDL act -52.
For Cc1cccc(Oc2ncnc3onc(C)c23)c1 the results were SR-BI DiI inh -36, LANA DNA inh 2.6, NSD2 inh -2, RTF Ca sens inh 0, Keap1-Nrf2 PPI -1, PvdQ acylase -7, PKA-R2B act 3, DAGLB inh -2, Arrestin-AP2 inh 25 and SR-BI DiI-HDL act 36.
COC(=O)c1ccc(COc2ccc(C(C)(C)C)cc2)o1 was read as SR-BI DiI inh -7, LANA DNA inh -1.1, NSD2 inh -8, RTF Ca sens inh -1, Keap1-Nrf2 PPI 2, PvdQ acylase 5, PKA-R2B act -4, DAGLB inh -10, Arrestin-AP2 inh 23 and SR-BI DiI-HDL act 7.
Screening OC1COC(c2ccccc2)OC1C(O)C1OC(c2ccccc2)OCC1O (configuration not stated) returned LANA DNA inh 2.6, NSD2 inh -2, RTF Ca sens inh 7, Keap1-Nrf2 PPI 0, PvdQ acylase -4, PKA-R2B act -2, DAGLB inh -1 and Arrestin-AP2 inh 1.
For CCN1CCN(Cc2ccc(NC(=O)Nc3ccccc3Cl)cc2)CC1 the results were SR-BI DiI inh -3, LANA DNA inh 1.1, RTF Ca sens inh -8, Keap1-Nrf2 PPI -4, PvdQ acylase -17, PKA-R2B act 2, DAGLB inh -1, Arrestin-AP2 inh 0 and SR-BI DiI-HDL act 3.
For Cc1ccc(S(=O)(=O)c2cc3c(=O)n4ccccc4nc3n(Cc3ccco3)c2=N)cc1 the results were SR-BI DiI inh 13, LANA DNA inh 7.0, RTF Ca sens inh -1, Keap1-Nrf2 PPI -10, PvdQ acylase -8, PKA-R2B act -4, DAGLB inh 7, Arrestin-AP2 inh -32 and SR-BI DiI-HDL act -13.
CCOC(=O)CON1C(=O)C(=O)N(OCC(=O)OCC)C2CCCCC21 (configuration not stated) was read as SR-BI DiI inh 1, LANA DNA inh 1.2, NSD2 inh -4, RTF Ca sens inh -1, Keap1-Nrf2 PPI -2, PvdQ acylase -4, PKA-R2B act 0, DAGLB inh -3, Arrestin-AP2 inh -10 and SR-BI DiI-HDL act -1.
Screening CNC(=O)c1c(NC(=O)c2ccco2)sc2c1CCC2 returned SR-BI DiI inh 46, LANA DNA inh 0.1, NSD2 inh -1, RTF Ca sens inh -5, Keap1-Nrf2 PPI -2, PvdQ acylase 7, PKA-R2B act 10, DAGLB inh -2, Arrestin-AP2 inh 21 and SR-BI DiI-HDL act -46.
Screening CCN(CC)CCCNC(=O)c1cc(-c2cccc(Cl)c2)on1 returned SR-BI DiI inh 9, LANA DNA inh -0.7, NSD2 inh 63*, RTF Ca sens inh 0, Keap1-Nrf2 PPI -6, PvdQ acylase -11, PKA-R2B act -5, DAGLB inh -1, Arrestin-AP2 inh -5 and SR-BI DiI-HDL act -9.
For CC(C)c1ccc(-c2csc3ncnc(N4CCN(C)CC4)c23)cc1 the results were SR-BI DiI inh -11, LANA DNA inh -0.5, NSD2 inh 20, RTF Ca sens inh -7, Keap1-Nrf2 PPI 1, PvdQ acylase -14, PKA-R2B act -1, DAGLB inh -4, Arrestin-AP2 inh -7 and SR-BI DiI-HDL act 11.
CC(=O)Nc1cccc(NC(=O)c2ccc(C(=O)Nc3cccc(NC(C)=O)c3)nc2)c1 was read as SR-BI DiI inh 67, LANA DNA inh 0.7, NSD2 inh 4, RTF Ca sens inh 7, Keap1-Nrf2 PPI 5, PvdQ acylase -14, PKA-R2B act 1, DAGLB inh -3, Arrestin-AP2 inh -1 and SR-BI DiI-HDL act -67.
For COc1ccccc1C(=O)NNC1=NS(=O)(=O)c2ccccc21 the results were SR-BI DiI inh -30, LANA DNA inh 0.7, NSD2 inh -3, RTF Ca sens inh 2, Keap1-Nrf2 PPI -1, PvdQ acylase -4, PKA-R2B act -1, DAGLB inh -3, Arrestin-AP2 inh 18 and SR-BI DiI-HDL act 30.
O=C1/C(=C/c2ccc(Cl)cc2)SC(=S)N1CCC(=O)N1CCCCC1CCO (configuration not stated) was read as SR-BI DiI inh 39, LANA DNA inh 2.2, NSD2 inh 3, RTF Ca sens inh -14, Keap1-Nrf2 PPI -3, PvdQ acylase 1, PKA-R2B act -10, DAGLB inh 8, Arrestin-AP2 inh 2 and SR-BI DiI-HDL act -39.
For COc1cc(C(=O)Nc2ccc(C)cc2)c(-n2cnnn2)cc1OC the results were SR-BI DiI inh 10, LANA DNA inh -0.3, NSD2 inh -2, RTF Ca sens inh -8, Keap1-Nrf2 PPI -4, PvdQ acylase -7, PKA-R2B act 4, DAGLB inh 1, Arrestin-AP2 inh 2 and SR-BI DiI-HDL act -10.
`Cc1ccc(NC(=O)CNc2cc(S(=O)(=O)N3CCOCC3)ccc2NCC2CCCO2)cc1F` (configuration not stated) gave SR-BI DiI inh 23, LANA DNA inh -0.9, NSD2 inh 2, RTF Ca sens inh -3, Keap1-Nrf2 PPI -6, PvdQ acylase -2, PKA-R2B act 0, DAGLB inh -1, Arrestin-AP2 inh 23 and SR-BI DiI-HDL act -23.
`O=C1CCCC2=C1C(c1ccsc1)CC(=O)N2c1ccccc1` (configuration not stated) gave SR-BI DiI inh 19, LANA DNA inh -0.3, NSD2 inh -5, RTF Ca sens inh -3, Keap1-Nrf2 PPI -2, PvdQ acylase 2, PKA-R2B act 2, DAGLB inh 3, Arrestin-AP2 inh 8 and SR-BI DiI-HDL act -19.
Screening COCCn1c(C)cc(C(=O)COc2ccc(N(C)S(=O)(=O)c3ccc(C)cc3)cc2)c1C returned SR-BI DiI inh 37, LANA DNA inh -1.8, NSD2 inh 0, RTF Ca sens inh -6, Keap1-Nrf2 PPI -4, PvdQ acylase -5, PKA-R2B act 0, DAGLB inh -3, Arrestin-AP2 inh 2 and SR-BI DiI-HDL act -37.
For O=C(O)Cc1ccc(NCc2ccccc2Cl)cc1 the results were SR-BI DiI inh -12, LANA DNA inh -1.1, NSD2 inh 0, RTF Ca sens inh 2, Keap1-Nrf2 PPI 2, PvdQ acylase 0, PKA-R2B act 5, DAGLB inh -3, Arrestin-AP2 inh 29 and SR-BI DiI-HDL act 12.
CCOC(=O)C1=C(NC#N)OC(C)=C(C)C1c1ccc(O)cc1 (configuration not stated) was read as SR-BI DiI inh 4, LANA DNA inh 0.2, NSD2 inh -2, RTF Ca sens inh 0, Keap1-Nrf2 PPI -2, PvdQ acylase -7, PKA-R2B act 2, DAGLB inh 0, Arrestin-AP2 inh -1 and SR-BI DiI-HDL act -4.
Screening O=C(COc1ccccc1)NNc1c2ccccc2nc2ccccc12 returned SR-BI DiI inh 45, LANA DNA inh 2.5, NSD2 inh 1, RTF Ca sens inh -1, Keap1-Nrf2 PPI 1, PvdQ acylase 4, PKA-R2B act -3, DAGLB inh 4, Arrestin-AP2 inh -15 and SR-BI DiI-HDL act -45.
For Cc1cc(NC(=O)c2cc(-c3ccco3)on2)n(-c2ccccc2)n1 the results were SR-BI DiI inh 2, LANA DNA inh 0.1, NSD2 inh 0, RTF Ca sens inh -2, Keap1-Nrf2 PPI -1, PvdQ acylase -1, PKA-R2B act -4, DAGLB inh 0, Arrestin-AP2 inh 2 and SR-BI DiI-HDL act -2.

Continued, starting with the last three of the part before.
CCOC(=O)C1=C(NC#N)OC(C)=C(C)C1c1ccc(O)cc1 (configuration not stated) was read as SR-BI DiI inh 4, LANA DNA inh 0.2, NSD2 inh -2, RTF Ca sens inh 0, Keap1-Nrf2 PPI -2, PvdQ acylase -7, PKA-R2B act 2, DAGLB inh 0, Arrestin-AP2 inh -1 and SR-BI DiI-HDL act -4.
Screening O=C(COc1ccccc1)NNc1c2ccccc2nc2ccccc12 returned SR-BI DiI inh 45, LANA DNA inh 2.5, NSD2 inh 1, RTF Ca sens inh -1, Keap1-Nrf2 PPI 1, PvdQ acylase 4, PKA-R2B act -3, DAGLB inh 4, Arrestin-AP2 inh -15 and SR-BI DiI-HDL act -45.
For Cc1cc(NC(=O)c2cc(-c3ccco3)on2)n(-c2ccccc2)n1 the results were SR-BI DiI inh 2, LANA DNA inh 0.1, NSD2 inh 0, RTF Ca sens inh -2, Keap1-Nrf2 PPI -1, PvdQ acylase -1, PKA-R2B act -4, DAGLB inh 0, Arrestin-AP2 inh 2 and SR-BI DiI-HDL act -2.
Screening Cc1ccc(S(=O)(=O)c2nc(Nc3ccccc3C#N)sc2Cl)cc1 returned SR-BI DiI inh 18, LANA DNA inh 1.1, NSD2 inh 0, RTF Ca sens inh -5, Keap1-Nrf2 PPI -1, PvdQ acylase -13, PKA-R2B act 0, DAGLB inh -5, Arrestin-AP2 inh -6 and SR-BI DiI-HDL act -18.
Cc1ccc(-n2nc3c(c2NC(=O)CCC2CCCCC2)CS(=O)C3)cc1 (configuration not stated) was read as SR-BI DiI inh -9, LANA DNA inh 0.2, RTF Ca sens inh -9, Keap1-Nrf2 PPI -3, PvdQ acylase -15, PKA-R2B act 15, DAGLB inh 1, Arrestin-AP2 inh 9 and SR-BI DiI-HDL act 9.
CNC(=S)NNC(=O)c1ccc(=O)n(Cc2cccc(C(F)(F)F)c2)c1 was read as SR-BI DiI inh 8, LANA DNA inh -1.1, NSD2 inh 0, Keap1-Nrf2 PPI 2, PvdQ acylase -6, Arrestin-AP2 inh -8 and SR-BI DiI-HDL act -8.
`CC(C)CC(=O)N(c1nnc(-c2cccnc2)s1)C1CCCC1` gave SR-BI DiI inh 3, LANA DNA inh -0.5, NSD2 inh -8, RTF Ca sens inh -5, Keap1-Nrf2 PPI -4, PvdQ acylase -14, PKA-R2B act 0, DAGLB inh -3, Arrestin-AP2 inh 13 and SR-BI DiI-HDL act -3.

Compound activity from PubChem BioAssay.
